Compound activity deposited in PubChem BioAssay by several laboratories.
HMGR II inh – inhibitors of class II HMG-CoA reductase from Enterococcus faecalis. purified E. faecalis HMGR, NADPH absorbance 340 nm kinetic. inhibition, % at 10 µM. 0.41% of 190,000 active. AID 1066;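 active means inhibition above a set limit, the median over all tested compounds plus 3 SD, cut at about 9.5% in these data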;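 further: enzyme runs in reverse so mevalonate oxidation gives rising NADPH absorbance; 0% = complete reaction with DMSO and 100% = background rate lacking mevalonate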
NF-kB neuron act – compounds increasing NF-kB expression in human neuronal cells. NF-kB reporter expression; hits give high values. fold change at 12.5 µM. 1.6% of 190,000 active. AID 1239; in the data active means fold change above about 3.3
STAT3 inh – STAT3 signaling inhibition. U3A cells, IL-6 STAT3-luciferase reporter, luminescence; host cell line lacks STAT1. 0.89% of 190,000 active. inhibition, % at 5.5 µM;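 active means inhibition above the mean inhibition across all screened compounds plus 3 SD, cut at about 44% in these data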;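 further: 0% = DMSO only wells and 100% = 100 µM nifuroxazide control wells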
TLR4 MyD88 comp – inhibitors of human TLR4-MyD88 binding | O00206+Q99836 | HeLa CL3-4 TLR4/MyD88 BLA complementation, FRET ratio | inhibition, % at 8.4 µM | 0.18% of 200,000 active; in the data active means inhibition above about 25%;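 further: 0% = vehicle and 100% = reference inhibitor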
Target sequence (O00206 whole entry, looked up): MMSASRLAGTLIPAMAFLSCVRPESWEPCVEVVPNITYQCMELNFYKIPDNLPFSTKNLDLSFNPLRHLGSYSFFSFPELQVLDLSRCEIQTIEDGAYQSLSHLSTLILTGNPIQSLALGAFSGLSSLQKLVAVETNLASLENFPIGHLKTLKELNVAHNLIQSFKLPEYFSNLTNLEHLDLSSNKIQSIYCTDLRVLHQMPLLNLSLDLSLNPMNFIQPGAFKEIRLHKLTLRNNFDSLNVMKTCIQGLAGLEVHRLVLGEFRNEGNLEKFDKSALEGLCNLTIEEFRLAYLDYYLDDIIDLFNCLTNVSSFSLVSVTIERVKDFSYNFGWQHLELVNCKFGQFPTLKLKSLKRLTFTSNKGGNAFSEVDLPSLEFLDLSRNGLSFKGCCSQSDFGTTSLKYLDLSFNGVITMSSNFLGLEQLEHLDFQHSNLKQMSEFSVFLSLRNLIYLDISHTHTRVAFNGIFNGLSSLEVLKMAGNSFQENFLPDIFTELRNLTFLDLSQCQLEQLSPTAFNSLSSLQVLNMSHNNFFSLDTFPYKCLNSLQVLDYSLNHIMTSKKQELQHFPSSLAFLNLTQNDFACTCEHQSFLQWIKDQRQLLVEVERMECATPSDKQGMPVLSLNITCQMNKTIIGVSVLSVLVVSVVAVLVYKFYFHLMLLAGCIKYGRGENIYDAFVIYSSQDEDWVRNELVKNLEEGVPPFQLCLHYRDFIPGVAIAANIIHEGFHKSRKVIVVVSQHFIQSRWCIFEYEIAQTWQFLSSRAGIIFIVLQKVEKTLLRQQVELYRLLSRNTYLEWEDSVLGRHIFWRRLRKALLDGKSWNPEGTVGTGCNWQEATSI
Target sequence (Q99836 whole entry, looked up): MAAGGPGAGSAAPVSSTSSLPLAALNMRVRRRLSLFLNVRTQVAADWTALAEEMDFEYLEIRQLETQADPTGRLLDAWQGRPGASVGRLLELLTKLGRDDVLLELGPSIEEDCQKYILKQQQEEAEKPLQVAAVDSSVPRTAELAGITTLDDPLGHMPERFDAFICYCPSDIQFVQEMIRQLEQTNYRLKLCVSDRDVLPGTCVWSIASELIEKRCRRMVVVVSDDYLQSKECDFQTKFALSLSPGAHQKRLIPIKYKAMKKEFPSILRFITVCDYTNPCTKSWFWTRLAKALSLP
STAT3 activator – increases IL-6 driven STAT3 reporter signal | 0.91% of 190,000 active | AID 871 | activation (% of control), % at 5.6 µM | U3A cells, IL-6 STAT3-luciferase reporter, luminescence; 100% = signal with IL-6 EC80 alone;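 active means activation above the screen-wide mean of compound activation plus 3 SD, cut at about 130% in these data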;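 further: 0% = background luminescence of wells with medium and substrate only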
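Material: STAT3-luciferase reporter U3A cells; Probe or stimulus: IL-6 (33 ng/mL); Incubation: compound pre-incubation 1 h before IL-6, then 6 h stimulation at 37 °C; Technique: luminescence from STAT3-driven luciferase reporter; Evaluation: % activation versus median of IL-6-stimulated wells; Controls: IL-6-only high control.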
APP 5'UTR act – activates APP 5'UTR luciferase reporter; activation, % at 2 µM; 1% of 190,000 active; SH-SY5Y APP 5'UTR luciferase reporter, luminescence; zero percent = DMSO vehicle wells;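 active means activation above a set limit, based on mean plus 3 SD of controls, cut at about 140% in these data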; further: values of inactives mirror those of a sister screen read the other way
DTT redox prof – compounds producing H2O2 with reducing agent – biochemical, NIH compound library profiling, artefact control for MLSCN library redox annotation, primary screen | 0.03% of 200,000 active | AID 878 | activation, % at 10 µM | DTT-dependent redox cycling H2O2, phenol red/HRP absorbance; 100% = 100 µM peroxide control, 0% = buffer;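 active means activation of at least 50% relative to the plate's high and low controls in the primary single-dose screen; inactive means activation below 50%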;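 further: compound incubated with DTT at 0.8 mM final as the reducing agent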
Hsp70 act – transcriptional activators of Hsp70. HeLa Hsp70 promoter luciferase reporter, luminescence; scaled: vehicle 0, proteasome-inhibitor control 100%. activation, % at 10 µM. 0.04% of 200,000 active. AID 1203;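 active means activation above the mean across all tested compounds plus 3 SD, cutoff set per campaign, cut at about 5.5% in these data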;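 further: 100% = MG132 at 30 µM as the positive control and 0% = DMSO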
STAT1 inh – STAT1 signaling inhibition; NIH 3T3 STAT1-luciferase reporter, IFN-gamma, luminescence; inhibition, % at 5.5 µM; 0.35% of 200,000 active;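 active means inhibition above a set limit, the mean inhibition across all tested compounds plus 3 SD, cut at about 34% in these data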;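 further: 0% = IFN-gamma with DMSO and 100% = IFN-gamma with 300 µM nifuroxazide; values of inactives mirror those of a sister screen read the other way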
STAT1 act – increases IFN-gamma driven STAT1 reporter signal. NIH 3T3 STAT1-luciferase reporter, luminescence; 100% = IFN-gamma alone, no compound. 2.6% of 200,000 active. activation (% of control), % at 5.5 µM. AID 932;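 active means activation above the screen-wide mean activation plus 3 SD, cut at about 130% in these data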;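 further: raw ratio to IFN-gamma control signal so 100% means no change and 0% no light; values of inactives mirror those of a sister screen read the other way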
Active calls of the source: *; · = not tested or not shown.

Values run as follows: HMGR II inh	NF-kB neuron act	STAT3 inh	TLR4 MyD88 comp	STAT3 activator	APP 5'UTR act	DTT redox prof	Hsp70 act	STAT1 inh	STAT1 act
COCCN1Cc2cc3cc(C)ccc3nc2SC1=Nc1ccc(OC)cc1
→ -5	1.1	11	-4	95	-13	0.5	-0.2	8	92
O=C1CCN(c2ncccc2[N+](=O)[O-])CC1
→ -6	1.2	7	5	95	-10	-1.0	0.1	-5	104
Cc1oc2cc(O)ccc2c(=O)c1Oc1ccccc1Br
→ -9	0.9	-32	1	126	13	-2.5	-0.6	9	92
O=C(Cn1c(O)c(/C=C2\C=Nc3ccc(Br)cc32)sc1=O)N1CCCC1
→ -3	0.97	8	-1	92	·	0.1	-0.5	-2	102
Cc1nc2ncnn2c(N2CCN(C(=O)c3cccc(F)c3)CC2)c1Cc1ccccc1
→ 0	1.1	1	2	105	2	-3.7	0.4	12	90
CCN1C(=O)N[C@H](c2ccc(Br)cc2)C(C(C)=O)=C1C
→ -4	0.87	10	-16	89	-2	0.6	-0.3	-7	106
Cc1ccc(/C=C(\NC(=O)c2ccccc2)C(=O)OCc2ccccc2)cc1
→ -5	0.88	-9	-18	105	-19	0.4	0.0	-5	104
CCCOCn1cc(F)c(=O)[nH]c1=O
→ 0	1.3	2	-1	99	-6	-0.2	-0.5	-5	104
CCOC(=O)C1CCCN(C(=O)c2sc3nc(-c4ccccc4)cn3c2C)C1 (configuration not stated)
→ -3	0.92	10	-2	97	4	1.8	-0.1	0	100
Cc1cc(C)n(CC(=O)O)c(=O)c1[N+](=O)[O-]
→ -6	1.1	3	-5	101	-1	-1.6	-0.2	-1	101
CC(C)C(NC(=O)c1ccc2c(c1)OCO2)C(=O)N/N=C/c1cccs1 (configuration not stated)
→ 0	1.2	-2	3	99	-10	-0.2	-0.2	3	99
O=C(NC(Cc1ccccc1)C(=O)O)c1ccccc1 (configuration not stated)
→ -1	0.9	16	-13	92	-8	-0.5	-0.1	10	89
Cc1cccc2cc(C3CC(c4ccco4)=NN3S(=O)(=O)c3ccccc3)c(Cl)nc12 (configuration not stated)
→ 3	1.3	-6	-10	103	-1	0.2	-0.4	11	92
COc1cc(/C=N/NC(=O)C(Cc2c[nH]c3ccccc23)NC(=O)OCC(C)C)cc([N+](=O)[O-])c1OCc1ccccc1 (configuration not stated)
→ 2	1	5	-2	98	24	0.2	-0.3	-7	105
COC(=O)CSc1nnc(-c2ccccc2OC)o1
→ -2	1.2	-5	-15	108	3	2.3	-0.2	3	98
Nc1nc(-c2ccc3c(c2)CCO3)cs1
→ 1	1.7	-5	-3	110	45	-0.2	-0.2	-27	125
COc1cccc(C2Nc3c(F)cc(Br)cc3C3C=CCC32)c1OC (configuration not stated)
→ 1	1	7	-6	93	6	1.3	-0.3	-3	106
COCCn1c(N)c(C(=O)Nc2sc3c(c2C(=O)OC)CCCC3)c2nc3ccccc3nc21
→ 4	0.48	4	0	100	9	1.7	-0.2	-13	112
COc1cc(/C=N/NC(=O)C(N)=O)ccc1OC(=O)c1cccs1
→ -11	0.95	12	-12	97	6	0.3	-0.2	-6	104
O=C(CCc1n[nH]c(=O)[nH]c1=O)N/N=C/c1ccco1
→ -4	1.2	2	-14	103	-2	0.3	-0.1	-1	103
COC(=O)Cn1c(C(=O)N2CCCC2)cc2c1C[C@H]1CN(C(=O)c3ccccc3)[C@@](Cc3ccc(F)cc3)(C(=O)OC)[C@@H]21
→ 0	0.98	-8	-4	104	-13	-0.2	-0.4	7	94
CSCC[C@H](NC(=O)OC(C)(C)C)c1nnc(SCC(N)=O)o1
→ -1	1.2	8	-25	95	-4	-0.8	-0.1	-7	106
O=c1cc(CCl)nc2sc3ccccc3n12
→ -3	1	25	7	84	-2	0.0	0.3	-4	102
CCCc1cc2c(=O)c(-c3ccccn3)c(C)oc2cc1O
→ -1	1.2	-12	2	116	30	0.1	0.0	3	96
O=C(CCC(=O)N(CC(=O)NC1CCCCC1)Cc1cccs1)Nc1ccccn1
→ -2	0.97	16	-10	89	3	-1.6	-0.2	-2	101
CCN(CC)c1ccc(N=Cc2ccc(N(CC)CC)cc2O)cc1
→ 4	0.68	11	8	91	-10	0.2	-0.3	4	96
Cc1cccc(OCC(O)Cn2c(=N)n(CCN3CCOCC3)c3ccccc32)c1 (configuration not stated)
→ -4	0.78	-10	-6	110	-21	-0.4	0.1	5	96
COC(=O)C1=C(C)NC(C)=C(C(=O)OC)C1c1ccc(-c2cc(Cl)ccc2Cl)o1
→ -1	0.83	-6	10	109	-16	0.0	-0.3	-2	102
COc1ccc(C)cc1NC(=O)Nc1ccc(Br)cn1
→ -7	0.93	-51	-6	144*	5	-0.3	-0.1	2	98
COc1ccc(CC(=O)NCc2nnc(SCC(=O)Nc3nccs3)n2-c2ccccc2)cc1
→ -4	0.95	8	0	98	22	-0.4	0.3	5	96
CN1CCN(c2nc(-c3cccnc3)nc3ccccc23)CC1
→ -8	1.2	4	4	99	-4	1.9	-0.1	-10	109
NS(=O)(=O)c1ccc(CCNC(=O)CNC(=O)C2CCCCC2)cc1
→ 4	1	4	-7	102	6	-0.6	-0.3	-4	104
CC(=O)NC1C(=O)N=C(SCC(=O)Nc2sc3c(c2C#N)CCCCCC3)NC1=O (configuration not stated)
→ 9.8*	1.1	1	5	107	22	-0.5	-0.1	-2	102
CCOC(=O)c1ccc2nc(NC(=O)C(C)C)sc2c1
→ -10	4.2*	1	3	98	122	0.0	-0.2	-52	145*
C=CCn1c(=O)c2c3c(sc2n2c(Nc4ccc(OC)cc4)nnc12)CCCC3
→ 3	0.57	2	8	98	-5	6.0	-0.5	7	93
CC1CCN(C(=O)COC(=O)c2cc(Cl)cc(Cl)c2N)CC1
→ 5	1.1	16	5	90	-5	-0.2	0.1	2	98
Cc1cc(C)nc(N2CCC(C(=O)Nc3cccc(C(F)(F)F)c3)CC2)n1
→ 0	1.2	3	-20	102	-4	-0.7	-0.4	-2	102
CCCCOc1ccc(/C(O)=C2/C(=O)C(=O)N(CCCOC)C2c2ccncc2)cc1C (configuration not stated)
→ -1	1.1	16	-15	94	-14	0.0	-0.2	2	98
CCOc1cc(S(=O)(=O)N2CCN(Cc3ccccc3)CC2)ccc1Br
→ -12	1.4	-5	-6	106	-20	-0.5	-0.1	0	100
Cc1ccc(Cl)cc1N1CCN(S(=O)(=O)c2cccc(S(=O)(=O)N3CCCC3)c2)CC1
→ -2	0.86	-3	-23	106	15	-0.3	0.0	0	101
O=C(c1ccc(Br)o1)N1CCN(c2ccccn2)CC1
→ 0	1.4	25	-15	81	7	1.3	-0.3	-1	103
COc1ccc(-n2c(=S)[nH]c3c(sc(=S)n3-c3ccccc3)c2=O)c(OC)c1
→ -8	1	26	-2	86	-1	0.8	-0.2	-6	104
Cc1cccc(C)c1NC(=O)CNC(=O)CCC(=O)c1cccs1
→ 1	1.1	-4	-8	102	8	-0.4	-0.3	5	95
COC(=O)Nc1ccccc1C(=O)N1CCCCC1
→ 0	1.1	-1	2	103	-2	0.2	0.1	-4	104
O=C(CCSc1ccc(Cl)cc1)NCc1ccccn1
→ -3	1.7	13	3	91	1	-1.1	-0.2	-3	101
O=C(NC1c2ccccc2-c2ccccc21)N1CCCCC1
→ 1	1.1	52*	7	61	7	2.9	-0.6	-2	101
O=C(CCCCCN1C(=O)c2ccccc2C1=O)Nc1nccs1
→ -2	0.96	10	6	99	-14	1.2	2.0	12	89
CCOc1ccc(C2NC(=O)C(C#N)=C(S)N2c2ccc(C)cc2)cc1OC (configuration not stated)
→ -1	0.51	-7	-5	105	-5	0.1	-0.2	-1	103
CC(C)(C)NC(=O)COc1ccc(CNc2ncn[nH]2)cc1
→ -4	0.95	11	12	97	-13	-0.3	-0.1	-4	102
CC(=O)C1=C(C)OC(N)=C(C#N)C1c1cccnc1 (configuration not stated)
→ 1	0.93	10	0	101	-7	-0.3	0.1	5	95
Cc1ccc(-c2cc(C(F)F)n3ncc(C(=O)NCc4ccco4)c3n2)cc1
→ -4	1.4	8	4	98	-9	-0.5	-0.6	7	94
Cc1ccc(-c2nn3c(C)nnc3s2)cc1NC(=O)CSc1ccc(Cl)cc1
→ 1	1.1	13	-2	94	1	1.1	-0.3	1	99
CCOC(=O)Cc1nnn(CC(=O)OCC)n1
→ -6	1.1	6	-20	98	-2	0.4	-0.3	9	92
CCOc1ccc(-n2c(SCC(=O)Nc3cc(OC)c([N+](=O)[O-])cc3C)nc3ccccc32)cc1
→ -5	0.84	8	-11	94	16	1.2	-0.2	6	95
O=C(Cc1ccc(-n2c(=O)c3sccc3n(CC(=O)Nc3ccccc3F)c2=O)cc1)NCc1ccco1
→ -2	1.4	7	-8	96	-7	0.1	-0.3	3	96
Cc1cc(/C=C(\C#N)C(=O)NC2CCCCCC2)c(C)[nH]1
→ -2	1.5	1	-2	104	35	-0.3	-0.2	-17	115
CN(C)S(=O)(=O)c1ccc(NC(=S)NC(=O)Cc2ccccc2)cc1
→ -3	1.1	0	9	101	-6	-0.5	-0.1	-4	102
CC(=O)OC1COC(N2CCc3ccccc32)C(OC(C)=O)C1OC(C)=O (configuration not stated)
→ -1	1	-2	-3	101	-13	-0.4	-0.2	-2	102
Cc1cc(C)n(-c2ccc(C(=O)Nc3cccc(S(=O)(=O)N(C)C)c3)cc2)n1
→ -10	0.51	31	5	71	-3	0.7	-0.6	21	81
Cc1cc(N2CCN(S(=O)(=O)c3ccc4c(c3)OCCO4)CC2)n2ncnc2n1
→ -1	1.3	2	-34	102	-9	-0.1	-0.3	0	100

Further results:
Values run as follows: HMGR II inh	NF-kB neuron act	STAT3 inh	TLR4 MyD88 comp	STAT3 activator	APP 5'UTR act	DTT redox prof	Hsp70 act	STAT1 inh	STAT1 act
CCc1ccc(-c2cc(N)n(-c3ccccc3)n2)cc1
→ -1	11*	20	-6	89	242*	-0.5	-0.2	-82	172*
CC(C)NC(=O)c1sc2nc(-c3cccs3)cc(-c3cccs3)c2c1N
→ -6	0.58	-26	5	123	-10	0.7	-0.6	8	93
CCc1ccc(-c2nc(SCC(=O)N3CCOCC3)n[nH]2)cc1
→ 4	·	2	-20	103	2	0.1	-0.2	-16	113
CCCC(=O)Nc1nc(C)c(-c2csc(Nc3cc(OC)ccc3OC)n2)s1
→ -2	0.88	14	-18	92	2	-3.5	-0.1	-12	111
COc1cccc(OC)c1OCCOc1ccc(C(=O)c2ccccc2)cc1
→ -6	1.1	2	17	99	8	0.2	-0.3	0	100
COc1ccc(-c2noc(CCC(=O)Nc3cccnc3)n2)cc1OC
→ 0	1.5	4	-4	99	10	2.2	-0.1	-5	105
O=C(COC(=O)CNC(=O)c1ccccc1)Nc1ccccc1Cl
→ -2	1.1	3	4	102	-1	-0.1	-0.1	-5	104
CC(C)=CC(=O)Nc1ccccc1Br
→ 0	1.3	14	-20	91	-17	0.2	0.3	5	95
